# Rac1 act GTP bind – modulators of GTP binding to human Rac1 activated mutant; percent activity (GTP binding), % at 10 µM; GST-Rac1 activated beads, fluorescent GTP binding, flow cytometry; actives lie on both sides; 100% means binding = to untreated wells; 190,000 tested, 0.11% active; AID 764; P63000;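 active = GTP binding at least 20 percentage points away from the 100% baseline, in either direction, so actives lie on both sides; inconclusive = Compound likely fluorescent itself, or too few beads counted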
# ABCG2 block – blocks JC-1 efflux by human ABCG2 transporter | Q9UNQ0 | IgMXP3 cells, flow cytometry | inhibition, % at 6.6 µM | 190,000 tested, 0.1% active | AID 1325;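 active = inhibition above 80%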;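 note: 0% = DMSO and 100% = nicardipine control wells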
# Target sequence (Q9UNQ0 whole entry, looked up): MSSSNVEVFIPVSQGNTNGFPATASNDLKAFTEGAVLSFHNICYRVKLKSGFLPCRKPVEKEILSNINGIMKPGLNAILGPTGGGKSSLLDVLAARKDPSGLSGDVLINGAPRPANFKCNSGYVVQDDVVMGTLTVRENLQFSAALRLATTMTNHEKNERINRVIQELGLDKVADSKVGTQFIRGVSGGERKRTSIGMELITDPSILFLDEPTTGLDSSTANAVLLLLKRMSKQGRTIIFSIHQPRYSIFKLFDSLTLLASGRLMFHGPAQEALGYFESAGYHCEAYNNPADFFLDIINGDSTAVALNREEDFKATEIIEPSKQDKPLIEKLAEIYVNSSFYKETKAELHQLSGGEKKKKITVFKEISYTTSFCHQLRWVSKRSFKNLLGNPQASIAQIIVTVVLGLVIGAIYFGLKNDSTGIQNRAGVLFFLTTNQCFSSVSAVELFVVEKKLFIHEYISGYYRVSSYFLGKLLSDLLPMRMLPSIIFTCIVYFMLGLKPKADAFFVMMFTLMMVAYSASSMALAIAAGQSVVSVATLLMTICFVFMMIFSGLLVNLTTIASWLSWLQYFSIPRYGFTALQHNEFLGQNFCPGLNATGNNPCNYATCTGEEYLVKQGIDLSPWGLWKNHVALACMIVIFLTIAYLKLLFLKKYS
#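 Test system: IgMXP3 (ABCG2) plus far-red-tagged CCRF-Adr (ABCB1) cells / Amount: 3 million cells/mL in well / Reagent: JC-1 transporter substrate / Timing: 10 min compound exposure, 25 °C / Signal: flow cytometry, 530 nm JC-1 signal / Read-out: percent efflux inhibition, scaled nicardipine 100% to DMSO 0% / Benchmarks: nicardipine as high control, DMSO as low control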
# GSH bead fluor – GSH bead compound fluorescence profile; fluorescence (KMESF) at 10 µM; GSH beads flow cytometry, compound fluorescence 488/530 nm; active compounds read high; 190,000 tested, 0.25% active; AID 1776; in the data active = fluorescence above about 89;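 note: glutathione beads carrying GST-tagged Bcl family fusion proteins plus one bare bead set; values are compound well signal with DMSO vehicle wells as background; inactives centre near 16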
# Rab7 wt modul – modulators of GTP binding to dog Rab7 wildtype GTPase; GST-Rab7 beads, fluorescent GTP binding, flow cytometry; actives lie on both sides; untreated = 100%, excess cold GTP = 0%; GTP binding activity (percent of control), % at 10 µM; 190,000 tested, 0.055% active;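 active = fluorescent GTP binding to Rab7 beads changed by at least 20 points from the 100% baseline, either direction, mostly lower; inconclusive = compound itself probably fluorescent, or too few beads counted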;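 note: median green fluorescence of bound Bodipy-FL-GTP per Rab7 bead population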
# HRas wt GTP bind – modulators of GTP binding to human HRas wildtype | AID 759 | 190,000 tested, 0.14% active | GST-Ras wt beads, Bodipy-FL-GTP binding, flow cytometry; actives lie on both sides | P01112 | GTP binding activity, % at 10 µM;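 active = GTP binding activity at least 20% away from the 100% baseline, either lowered as inhibitor or raised as activator; inconclusive = flagged as likely green fluorescent, judged across all proteins in the well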;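 note: 0% = unlabeled GTP competition control and 100% = no-compound control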
# Target sequence (P01112 whole entry, looked up): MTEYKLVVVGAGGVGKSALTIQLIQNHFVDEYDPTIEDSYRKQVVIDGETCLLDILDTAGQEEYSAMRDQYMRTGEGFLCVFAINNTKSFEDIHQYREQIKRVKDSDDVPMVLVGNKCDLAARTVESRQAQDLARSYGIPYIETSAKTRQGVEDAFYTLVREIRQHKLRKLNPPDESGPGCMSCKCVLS
# Rac1 wt modul – modulators of human Rac1 wildtype GTP binding | GTP binding activity (% of control), % at 10 µM | P63000 | GST-Rac1 beads, fluorescent GTP binding, flow cytometry; actives lie on both sides; 0 = cold GTP competed, 100 = untreated | 190,000 tested, 0.27% active;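 active = GTP binding activity at least 20 points away from the 100% control level, either lower or higher; inconclusive = compound flagged as likely green fluorescent, judged across all proteins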
# Pf gametocyte – inhibitors of late stage P. falciparum gametocyte viability; P. falciparum stage V gametocytes, ATP luminescence, 24 h; inhibition, % at 10.9 µM; 150,000 tested, 0.065% active;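 active = inhibition above the mean plus 3 SD of compounds within the control limits, set per campaign, cut at about 38% in these data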;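 note: 0% = DMSO wells and 100% = medium only without gametocytes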
# Cdc42 wt GTP – modulators (inhibitors or activators) of GTP binding to human Cdc42 wildtype. P60953. GST-Cdc42 beads, Bodipy-GTP binding, flow cytometry; actives lie on both sides. percent activity (GTP binding), % at 10 µM. 190,000 tested, 0.2% active;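 active = percent activity GTP binding at least 20 points away from the 100% baseline, either down as inhibitor or up as activator; inconclusive = compound flagged as likely green fluorescent from well-wide comparison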;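 note: median bead fluorescence of bound Bodipy-FL-GTP at 100 nM; 0% = excess unlabeled GTP control and 100% = no compound control; below 100% means less GTP binding so inhibitor and above means activator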
# Target sequence (P60953 whole entry, looked up): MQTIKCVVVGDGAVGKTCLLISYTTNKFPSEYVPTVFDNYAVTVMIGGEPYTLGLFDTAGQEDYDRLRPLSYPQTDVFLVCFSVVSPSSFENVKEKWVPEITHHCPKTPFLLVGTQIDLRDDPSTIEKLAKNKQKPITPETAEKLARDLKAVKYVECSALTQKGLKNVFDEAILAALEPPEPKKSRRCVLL
# ABCB1 inh – inhibitors of human ABCB1 transporter, ABCG2 counter-screen. CCRF-Adr cells, JC-1 efflux, flow cytometry. inhibition, % at 6.6 µM. 190,000 tested, 0.067% active. AID 1326; in the data active = inhibition above about 40%;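 note: 0% = vehicle and 100% = reference inhibitor; higher value means more JC-1 retained so stronger ABCB1 efflux block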
# Rab2A wt mod – changes GTP binding to wildtype dog Rab2A, up or down; P61105; GST-Rab2 wt beads, Bodipy-GTP binding, flow cytometry; GTP binding activity, % at 10 µM; 190,000 tested, 0.19% active; AID 760;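 active = GTP binding activity at least 20 points away from 100%, either lowered or raised; inconclusive = signal likely due to the compound's own green fluorescence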;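 note: 0% = beads with excess unlabeled GTP and 100% = no-compound control corrected for plate trend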
# Avidin fluor – avidin bead compound fluorescence profile; Avidin beads, compound fluorescence 488/530 nm, flow cytometry; active compounds read high; fluorescence (KMESF) at 10 µM; 220,000 tested, 0.38% active; AID 1775; in the data active = fluorescence above about 47; note: inactives centre near 10
# Active calls of the source: *; ? = inconclusive; nt = no result given; & = joins results of further samples; [ ] = remark or other dose. Outcome played no part in choosing rows. About 1.1% of those tested had a hit in this group.
# Start of the data: the first six records, to show the layout:
SMILES,Rac1 act GTP bind,ABCG2 block,GSH bead fluor,Rab7 wt modul,HRas wt GTP bind,Rac1 wt modul,Pf gametocyte,Cdc42 wt GTP,ABCB1 inh,Rab2A wt mod,Avidin fluor
CCC(C)(C)c1nnc(NC(=O)c2ccc([N+](=O)[O-])cc2)s1,99,33,37,102,99,102,nt,97,-2.0,100,14
COc1cccc(NC(=O)c2ccco2)c1,93,2,30,98,95,93,2,95,0.2,96,2
O=C1OCCC1Sc1nnc(-c2cccs2)n1Cc1ccccc1 (stereo not given),98,5,39,99,100,96,nt,97,1.1,98,13
CC(=O)c1c(C)[nH]c(C(=O)N(C)C(c2ccccc2)c2ccccc2)c1C,95,11,10,98,95,94,-27,96,1.9,94,25
O=C(COC(=O)c1ccc(Oc2ccccc2)cc1)Nc1nnc(-c2ccccc2)o1,96,3,12,98,99,99,nt,99,0.4,98,8
COc1cccc(C(=O)Nc2ccccc2C(=O)N2CCCC2)c1,100,1,41,99,100,105,nt,103,0.3,100,6

# The list itself, from the first entry:
SMILES,Rac1 act GTP bind,ABCG2 block,GSH bead fluor,Rab7 wt modul,HRas wt GTP bind,Rac1 wt modul,Pf gametocyte,Cdc42 wt GTP,ABCB1 inh,Rab2A wt mod,Avidin fluor
CCC(C)(C)c1nnc(NC(=O)c2ccc([N+](=O)[O-])cc2)s1,99,33,37,102,99,102,nt,97,-2.0,100,14
COc1cccc(NC(=O)c2ccco2)c1,93,2,30,98,95,93,2,95,0.2,96,2
O=C1OCCC1Sc1nnc(-c2cccs2)n1Cc1ccccc1 (stereo not given),98,5,39,99,100,96,nt,97,1.1,98,13
CC(=O)c1c(C)[nH]c(C(=O)N(C)C(c2ccccc2)c2ccccc2)c1C,95,11,10,98,95,94,-27,96,1.9,94,25
O=C(COC(=O)c1ccc(Oc2ccccc2)cc1)Nc1nnc(-c2ccccc2)o1,96,3,12,98,99,99,nt,99,0.4,98,8
COc1cccc(C(=O)Nc2ccccc2C(=O)N2CCCC2)c1,100,1,41,99,100,105,nt,103,0.3,100,6
CCN(CCNC(=O)C1CC(=O)N(CCc2ccccc2)C1)c1ccccc1 (stereo not given),101,6,14,105,102,103,nt,101,0.7,105,11
CN1CC(=O)N(CC(=O)NCc2ccc(F)cc2)c2ccccc2C1=O,99,1,6,100,97,101,23,97,0.6,98,11
Cc1ccccc1NC(=O)NC1(C(=O)N2CCCC2)CCCCC1,89,3,9,95,91,93,-5,94,1.0,91,9
COc1ccc(-c2cc(C(F)(F)F)nc(-n3cncn3)n2)cc1,100,4,15,99,102,102,nt,103,0.8,100,35
COc1cc(NC(=O)CSc2nnc(NC(C)C)s2)cc(OC)c1OC,97,3,12,98,95,99,1,98,0.1,97,12
O=C(/C=C/c1ccc([N+](=O)[O-])cc1)NCCN1C(=O)S/C(=C\c2ccc(F)cc2)C1=O,92,11,7,96,93,89,14,90,-0.4,94,10
CC(=O)Nc1cc(C(=O)NCCN2CCN(Cc3ccccc3)CC2)ccc1Sc1ccc(C)cc1,96,11,15,96,94,96,16,95,1.6,94,6
Cc1noc(C)c1COC(=O)Cc1ccc(Br)cc1,94,7,22,102,99,98,-6,95,1.6,96,24
O=S(=O)(NCc1ccccn1)c1cc(C(F)(F)F)ccc1Cl,96,1,12,103,98,99,nt,94,0.1,96,12
O=C1CC(N2CCN(c3nc4ccccc4s3)CC2)C(=O)N1c1cccc(F)c1 (stereo not given),98,2,19,100,99,100,-14,100,0.7,98,35
Cc1ccc(C)c(NC(=O)CN(C)C(=O)CCN2C(=O)c3ccccc3C2=O)c1,101,2,17,100,100,102,20,103,0.8,102,31
O=CN1CCN(c2ncnc3c2nnn3Cc2c(F)cccc2Cl)CC1,98,41,14,98,97,101,13,96,-0.9,97,9
CCCC1C2C(=O)N(c3ccccc3OCC)C(=O)C2ON1c1ccccc1 (stereo not given),99,5,24,100,102,102,-18,100,0.8,100,32
N#Cc1c(NC(=S)NC(=O)Cc2cccs2)sc2c1CCCCC2,95,5,33,103,101,102,-20,100,-0.3,99,11
COc1cccc(C(=O)NNC(=O)Cc2csc(N)n2)c1,95,4,12,91,96,95,-13,97,0.5,97,10
O=C(O)CC(C(=O)O)n1nc(-c2ccccc2)cc1-c1ccccc1 (stereo not given),98,3,16,105,105,101,0,105,1.1,104,15
O=C(CCNC(=O)c1ccccc1)N/N=C/c1ccc([N+](=O)[O-])cc1,97,5,11,96,94,97,20,99,0.7,96,11
O=C(NCc1ccccn1)c1n[nH]c2ccccc12,94,2,29,95,98,93,nt,96,0.5,95,8
Cc1ccc(C)c(N(CC(=O)NC2CCCC2)C(=O)c2oc(C(C)(C)C)cc2C)c1,97,2,15,94,95,95,nt,95,1.2,94,16
COc1ccc(C(=O)Cn2nnc(-c3ccccc3NC(=O)C3CCCCC3)n2)cc1,95,3,35,95,98,97,nt,96,1.3,94,9
CC(=O)NCCc1nc2ccccc2n1Cc1ccc(C)cc1,100,4,21,100,101,106,nt,103,0.6,103,4
O=C1CC(N2CCN(Cc3ccc4c(c3)OCO4)CC2)C(=O)N1c1cccc2ccccc12 (stereo not given),93,1,21,95,94,99,3,94,0.8,93,12
CCOc1ccc(/C(C)=N/NC(=O)C(OC)c2ccccc2)cc1 (stereo not given),93,-1,12,100,97,96,14,95,-0.2,98,9
O=C(O)CC1S/C(=N/N=C/C=C/c2ccccc2)NC1=O (stereo not given),99&96,3&-1,9&14,94&98,95&97,98&102,nt,95&99,-0.3&-1.9,94&96,13&18
CC(C)Nc1cc(N2CCCC2)ccc1[N+](=O)[O-],101,3,59,98,104,104,14,104,0.5,105,15
CCCOc1ccc(C(=O)NC(=S)Nc2nc(C)c(C(=O)N(C)C)s2)cc1,92,-1,25,93,94,100,13,94,0.0,95,26
CCOc1ccccc1N(CC(=O)OC)S(=O)(=O)c1ccccc1,96,4,28,102,98,99,nt,97,0.5,99,3
COc1ccccc1NC(=O)c1ccc(Cl)c(S(=O)(=O)N2CCOCC2)c1,99,6,17,98,100,100,nt,103,1.1,99,38
O=C(NC1CCCCC1)c1cc2nc3c(c(C(F)(F)F)n2n1)CCCC3,95,15,31,95,96,95,5,96,0.6,95,12
Cc1cccc(C)c1NC(=O)CS(=O)CC(=O)Nc1ccc(F)cc1F (stereo not given),103,1,19,103,107,107,nt,107,0.2,105,35
COc1ccc(OC)c(CCNC(=O)CC2Oc3ccc(C)cc3NC2=O)c1 (stereo not given),101,-4,24,104,100,104,nt,103,-3.0,101,7
COc1ccccc1CNC(=O)c1ccccc1N,100,1,38,102,103,106,nt,102,0.4,102,4
CC(=O)Nc1cc[n+](C(C)C(=O)c2ccc(Br)cc2)cc1 (stereo not given),95,2,14,102,97,95,5,99,0.5,99,13
COc1cc(/C=N/Nc2ncnc3sc4c(c23)CCC4)ccc1O,?,7,8,?,?,?,-4,?,1.3,?,10
Cc1ccc(S(=O)(=O)c2c(C(=O)c3ccccc3)cnc3cc4c(cc23)OCCO4)cc1,98,-1,12,97,99,102,-15,101,0.3,102,6
CCn1ccnc1CNC(=O)CC1C(=O)NCCN1CC(c1ccccc1)c1ccccc1 (stereo not given),96,10,10,98,98,103,-3,102,0.6,100,9
CC(C)(C)C1CCC2(CC1)C(Nc1cccc(C(F)(F)F)c1)=NC(=S)N2CC#N (stereo not given),92,-1,22,93,96,98,nt,92,0.1,94,23
COc1ccc(CN2CCC(C(=O)N3CCN(c4ccccc4F)CC3)CC2)cc1OC,99,6,25,99,97,99,nt,98,1.9,94,25
Cc1ncsc1CCOC(=O)c1ccc([N+](=O)[O-])cc1,99,16,12,103,98,100,-12,101,1.0,98,8
O=C(CNc1cccc2ccccc12)N/N=C/c1ccc([N+](=O)[O-])cc1,96,11,11,97,99,101,nt,101,-0.7,98,22
COc1cccc(NC(=S)NCc2ccncc2)c1,100,17,10,99,102,103,-5,101,1.4,99,15
COc1ccc(N(C(=O)c2cc3ccccc3oc2=O)C2C=CS(=O)(=O)C2)c(OC)c1 (stereo not given),99,6,22,105,101,98,-11,98,1.1,98,12
Cc1ccc(/C(N)=N/OC(=O)CCC2CCCCC2)cc1,107,2,15,96,109,133*[activator],-9,102,0.2,114,5
O=C(COc1ccc(Cl)cc1)NCCc1ccccn1,93,7,11,97,96,99,-39,93,0.6,97,6
Cc1nn(C)cc1C(=O)Nc1c(C)nn(Cc2ccccc2Cl)c1C,98,8,11,98,99,104,24,101,0.7,98,4
COc1cccc(C(NC(=O)c2ccccc2F)NC(=O)c2ccccc2F)c1,98,14,26,94,99,102,8,98,1.9,98,31
COCCCNC(=O)CCc1ccccc1,95,0,19,95,94,93,4,98,0.1,95,12
Cc1cccc(C(=O)OCC(=O)Nc2nccs2)c1,101,4,12,97,101,106,-15,102,0.2,100,5
O=C(N(c1ccccn1)c1ccccn1)C12CC3CC(CC(Cl)(C3)C1)C2,97,1,12,94,98,101,-4,100,0.2,101,8
S=C1NC2CCCCC2N1 (stereo not given),93,8,14,95,95,97,10,94,0.6,94,10
O=S(=O)(c1ccccc1)c1nc(-c2ccccc2)oc1N1CCOCC1,96,14,15,94,94,101,-1,96,-1.1,97,9
N#C/C(=C\c1c[nH]c2ccccc12)c1nnc2n1CCCCC2,99,8,11,100,101,104,-14,103,0.2,101,5
O=c1nc(-c2ccccc2)cc(C(F)(F)F)[nH]1,99,0,21,105,103,104,nt,103,-0.2,102,36

# Single records (already shown):
# Cc1nn(C)cc1C(=O)Nc1c(C)nn(Cc2ccccc2Cl)c1C is listed with Rac1 act GTP bind = 98; ABCG2 block = 8; GSH bead fluor = 11; Rab7 wt modul = 98; HRas wt GTP bind = 99; Rac1 wt modul = 104; Pf gametocyte = 24; Cdc42 wt GTP = 101; ABCB1 inh = 0.7; Rab2A wt mod = 98; Avidin fluor = 4
# COc1cccc(C(NC(=O)c2ccccc2F)NC(=O)c2ccccc2F)c1 is listed with Rac1 act GTP bind = 98; ABCG2 block = 14; GSH bead fluor = 26; Rab7 wt modul = 94; HRas wt GTP bind = 99; Rac1 wt modul = 102; Pf gametocyte = 8; Cdc42 wt GTP = 98; ABCB1 inh = 1.9; Rab2A wt mod = 98; Avidin fluor = 31

# Screening data: PubChem, several laboratories
